Source: PubChem (several laboratories)
CAL PDZ FP-1: untagged CAL PDZ binding inhibitors, primary screen, biochemical, fluorescence polarization, HTS | AID 602252, 2012 | inhibition, % at 24.9 µM | Golgi-associated PDZ and coiled-coil motif-containing protein (Homo sapiens), Q9HD26 | purified CAL PDZ, TMR-peptide fluorescence polarization, 1 h | hit rate 0.92% among 300,000;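 active means mean inhibition of at least 30% with at least half of replicates also reaching 30%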;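 further: 0% = DMSO neutral control and 100% = excess unlabeled competitor peptide PRC23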
Wnt act: Wnt/beta-catenin pathway activators, primary screen, cell-based, plate reader, single point. Wnt/beta-catenin reporter cell assay, activator. activation, % at 9.35 µM. hit rate 1.2% among 300,000; in the data active means activation above about 30%, passing the limit was not always enough;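 further: 0% = neutral control wells and 100% = positive control wells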
phage Ecoli inh: growth loss of phage-infected E. coli, primary screen, RecBCD inhibitor project, absorbance, with phage, HTS | inhibition, % at 11.9 µM | hit rate 0.26% among 360,000 | AID 651602, 2012; in the data active means inhibition above about 11%
SR-BI DiI inh: inhibitors of SR-BI mediated HDL lipid uptake, primary screen, ldlA[mSR-BI] cells, fluorescence, single point | Scavenger receptor class B member 1 (Mus musculus), Q61009 | ldlA[mSR-BI] CHO cells, DiI-HDL uptake fluorescence, 3 h | inhibition, % at 12.5 µM | hit rate 0.96% among 320,000 | AID 488896, 2010;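 active means mean replicate inhibition of at least 70% and a set share of replicates each scoring 70 or more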;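 further: 0% = median of neutral control wells and 100% = median of positive control wells; values of inactives mirror those of a sister screen read the other way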
Target sequence (Q61009 whole entry, looked up): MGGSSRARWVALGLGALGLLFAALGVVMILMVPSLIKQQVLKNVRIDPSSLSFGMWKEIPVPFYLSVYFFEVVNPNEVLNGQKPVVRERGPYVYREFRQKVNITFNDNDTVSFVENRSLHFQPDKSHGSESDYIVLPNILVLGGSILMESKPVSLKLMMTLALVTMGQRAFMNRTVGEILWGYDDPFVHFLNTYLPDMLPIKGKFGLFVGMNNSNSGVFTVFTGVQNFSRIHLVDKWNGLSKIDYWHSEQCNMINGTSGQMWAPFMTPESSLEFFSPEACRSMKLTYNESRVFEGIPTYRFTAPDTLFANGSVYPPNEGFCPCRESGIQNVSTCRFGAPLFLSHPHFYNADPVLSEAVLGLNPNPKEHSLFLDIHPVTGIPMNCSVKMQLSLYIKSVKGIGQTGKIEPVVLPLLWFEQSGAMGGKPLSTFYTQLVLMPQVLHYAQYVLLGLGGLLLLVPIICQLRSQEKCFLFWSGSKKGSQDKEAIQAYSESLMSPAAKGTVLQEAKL
AddAB inh: growth inhibition of E. coli expressing H. pylori AddAB, primary screen, AddAB inhibitor project, absorbance; AID 435030, 2010; hit rate 0.29% among 330,000; inhibition, % at 11.9 µM; in the data active means inhibition above about 12%;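 further: 0% = vehicle wells of infected cells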
SR-BI DiI-HDL act: activators of SR-BI mediated DiI-HDL uptake, primary screen, ldlA[mSR-BI] CHO cells, DiI fluorescence; 3 h; 100 = double the neutral-control signal; activation, % at 12.5 µM; hit rate 0.096% among 320,000; AID 504775, 2011;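 active means mean replicate activation of at least 60% and every replicate at or above 60%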;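 further: 0% = median plate neutral-control signal and 100% = twice that signal; values of inactives mirror those of a sister screen read the other way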
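Test system: SR-BI-overexpressing, LDLR-lacking CHO cells; Medium: Ham's F12 with 0.5% BSA, HEPES 25 mM, pH 7.4; Schedule: 3 h, 37 °C; Technique: bottom-read fluorescence, 550/595 nm.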
Ecoli viability: E. coli V3065 growth inhibition, primary screen, counter-screen for AddAB inhibitor project, absorbance, OD600; inhibition, % at 11.9 µM; hit rate 0.27% among 330,000; 18 h; AID 449728, 2010;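 active means inhibition above the campaign's mean inhibition across all tested compounds plus 3 SD, cut at about 9.9% in these data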;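 further: uninfected addAB+ strain grown without phage in ampicillin broth; 0% = DMSO wells and 100% = ciprofloxacin 0.95 µg/ml wells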
CAL PDZ FP-2: CAL PDZ peptide-binding inhibitors, primary screen, biochemical, fluorescence polarization, Cer-tagged CAL PDZ, HTS; Golgi-associated PDZ and coiled-coil motif-containing protein (Homo sapiens), Q9HD26; purified CAL PDZ, TMR-peptide fluorescence polarization, 1 h; inhibition, % at 20 µM; hit rate 0.02% among 330,000; AID 504414, 2011;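 active means highest replicate inhibition of at least 40%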;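 further: plate controls were DMSO neutral control wells for no effect and unlabeled competitor peptide control wells for full effect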
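Test system: purified CerCALP PDZ construct; Compound dosing: one concentration, 20 µM compound; Also added: TMR-labelled reporter peptide T*-PRC34 bound in PDZ groove; Read-out: inhibition from polarization loss; Controls: unlabelled peptide and DMSO controls; Signal: FP readout, S and P plane fluorescence; Incubation: 1 h at RT.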
Tat export inh: E. coli Tat export inhibitors, primary screen, MC4100, TorA-mCherry reporter, fluorescence, single point; AID 488895, 2010; hit rate 0.036% among 340,000; inhibition, % at 10 µM;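 active means mean replicate inhibition at least 50% and at least half of replicates individually reaching 50%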;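 further: exported cargo escapes ClpAP degradation while cytoplasmic cargo is degraded and loses fluorescence; 0% = median of neutral control wells and 100% = median of NaSCN control wells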
MITF TRPM1 HTS: activators of MITF-driven TRPM1 promoter reporter, primary screen, cell-based, SK-MEL-5, luciferase, single point. SK-MEL-5 TRPM1-promoter luciferase, 24 h; % of positive control, neutral wells = 0. AID 588334, 2011. hit rate 0.75% among 300,000. activation, % at 12.5 µM;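 active means mean activation of at least 80% with every replicate also reaching 80%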;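 further: 0% = neutral control wells and 100% = parthenolide positive control wells; values of inactives mirror those of a sister screen read the other way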
Starred values were filed as active, the others as inactive; . = not tested or not shown.

Values run as follows: CAL PDZ FP-1, Wnt act, phage Ecoli inh, SR-BI DiI inh, AddAB inh, SR-BI DiI-HDL act, Ecoli viability, CAL PDZ FP-2, Tat export inh, MITF TRPM1 HTS
#1 Cn1c(SCC(=O)NCc2ccco2)nnc1C1CCCC1
→ 0, -5, 2.2, -8, -0.3, 8, -0.5, -1.8, 1, 19
#2 O=C(NC12CC3CC(CC(C3)C1)C2)C1CCCN1C(=O)Nc1ccccc1 (centres undefined)
→ -4, -1, -0.6, ., 4.6, ., -0.9, -2.0, -12, .
#3 CCN1CCN(C(=O)c2sc3ncnc(N4CCc5ccccc5C4)c3c2C)CC1
→ 1, -5, 3.3, 39, 0.3, -39, 0.6, -1.5, -6, 0
#4 Cc1ccc(NC(=O)NC(=O)N(C2CCCCC2)S(=O)(=O)c2ccccc2)cc1
→ -3, 16, 4.2, 7, 2.7, -7, 0.6, -0.2, 2, 5
#5 CN(CCOc1ccc(-c2ccn(S(=O)(=O)c3ccc(Cl)cc3)n2)cc1)c1ccccn1
→ 0, -13, 2.9, 27, 0.7, -27, -3.6, -2.0, 0, .
#6 CCCN(CC(=O)Nc1ccccc1OC)C(=O)c1ccc2[nH]c3c(c2c1)CC(C)CC3 (centres undefined)
→ 4, -3, 1.2, 17, 2.4, -17, 2.5, 0.1, -9, 1
#7 C=CCNC(=O)Nc1ccc(F)cc1F
→ -1, -7, 5.0, -8, 0.0, 8, -1.8, -1.7, -9, -10
#8 Cc1cc(Cl)cc2sc(NC(=O)C3CC3)nc12
→ ., 8, 4.4, 53, -0.2, -53, 0.4, -0.3, -9, 1
#9 COc1ccc(NC(=O)CSc2nnnn2-c2ccccc2OC)c(OC)c1
→ 3, 0, -2.4, 7, 0.5, -7, -1.5, -0.8, -5, 4
#10 CCCC1=NN(C(=O)C(=O)Nc2ccc(Br)cc2)C(O)(C(F)(F)F)C1 (centres undefined)
→ ., -2, 5.5, 4, 2.4, -4, 4.1, -0.9, 5, 0
#11 O=C(CCC(=O)c1cccs1)NNC(=O)c1cccc(Cl)c1
→ -4, -1, 4.3, -13, -2.1, 13, -3.7, 0.5, 1, 1
#12 COc1cccc(C(=O)N/N=c2/oc3ccccc3cc2C(N)=O)c1
→ -7, 1, 1.1, 25, -0.4, -25, -1.8, 0.6, -6, 12
#13 COc1ccc(CC(=O)NCCc2ccc(Cl)cc2Cl)cc1
→ ., 3, 4.3, 6, 5.1, -6, 0.3, -0.9, 5, -3
#14 CC(C)Nc1nnc(Sc2ccc(Cl)cc2[N+](=O)[O-])s1
→ -1, -2, -0.3, -8, 1.9, 8, 2.0, 0.7, 6, 4
#15 O=C(COC(=O)c1ccc2c(c1)S(=O)(=O)N=C1CCCCCN12)NCCc1ccc(F)cc1
→ ., -1, 4.5, ., 3.7, ., 1.5, -3.9, 17, 2

Some of these compounds in order of their number in SR-BI DiI-HDL act, low to high:
no.	mol	CAL PDZ FP-1	Wnt act	phage Ecoli inh	SR-BI DiI inh	SR-BI DiI-HDL act	CAL PDZ FP-2	Tat export inh	MITF TRPM1 HTS
3	CCN1CCN(C(=O)c2sc3ncnc(N4CCc5ccccc5C4)c3c2C)CC1	1	-5	3.3	39	-39	-1.5	-6	0
4	Cc1ccc(NC(=O)NC(=O)N(C2CCCCC2)S(=O)(=O)c2ccccc2)cc1	-3	16	4.2	7	-7	-0.2	2	5
13	COc1ccc(CC(=O)NCCc2ccc(Cl)cc2Cl)cc1	.	3	4.3	6	-6	-0.9	5	-3
7	C=CCNC(=O)Nc1ccc(F)cc1F	-1	-7	5.0	-8	8	-1.7	-9	-10

Carrying on:
Values run as follows: CAL PDZ FP-1, Wnt act, phage Ecoli inh, SR-BI DiI inh, AddAB inh, SR-BI DiI-HDL act, Ecoli viability, CAL PDZ FP-2, Tat export inh, MITF TRPM1 HTS
#16 CCOC(=O)Cc1csc(NC(=O)c2ccc(C)o2)n1
→ ., ., 2.2, -5, 3.8, 5, 1.0, -0.1, -12, 14
#17 Cc1nc2ccccn2c1C(=O)CSc1ccccc1
→ ., 1, 5.2, -8, 0.3, 8, 0.3, 0.0, 2, 25
#18 CCCCNC(=S)NNC(=O)c1nn(C)c(C)c1Cl
→ 2, -2, -1.7, 4, -2.1, -4, 1.3, -1.0, 4, 9
#19 CC(C)CNc1nc(N)c([N+](=O)[O-])c(N2CCCCCC2)n1
→ -1, 0, -0.9, -17, 1.1, 17, -0.2, 1.5, -1, -9
#20 Cc1cc(C)c(CN2CCN(C(=O)Cn3cnc(C(=O)Nc4ccc(C)c(C)c4)n3)CC2)c(C)c1
→ 4, -2, 5.8, 10, -0.6, -10, -2.7, 0.7, -2, 0
#21 CCCC1CC(c2csc(N)n2)CCO1 (centres undefined)
→ 1, ., 1.6, -13, 3.4, 13, -0.2, 0.5, 0, 8
#22 CCC1CCCCN1C(=O)CCn1ccnc1 (centres undefined)
→ -4, -1, 2.6, -27, 6.4, 27, 2.2, -2.3, 7, 3
#23 COc1cccc(C2C3=C(CC(C)(C)CC3=O)Nc3cc(OC)c(OC)cc32)c1 (centres undefined)
→ -7, 0, 0.1, 1, 0.1, -1, -2.0, -1.5, 1, -9
#24 COc1cccc(Cl)c1NC(=O)N1CCN(c2cc(C)nc3ccccc23)CC1
→ ., -1, 2.9, 34, 2.1, -34, -0.5, -4.0, 1, 12
#25 Cc1nc(-c2ccc(F)cc2)c(CC(=O)N2CCN(S(=O)(=O)c3cccc(F)c3)CC2)s1
→ ., -3, 3.2, 2, 1.2, -2, -1.1, -2.1, -11, -7
#26 CCCOc1cc(C)c(S(=O)(=O)NCCOC)cc1C
→ ., -9, 0.9, -6, 3.6, 6, 1.6, -1.6, 0, 14
#27 COc1ccc(C(=O)CCC(C)(C)[N+](=O)[O-])cc1
→ -6, 0, 1.2, -1, -0.4, 1, 2.8, -1.1, -5, 21
#28 Cc1noc(C)c1S(=O)(=O)N(C)C[C@H]1Oc2c(NC(=O)Nc3ccc4c(c3)OCO4)cccc2C(=O)N([C@H](C)CO)C[C@@H]1C
→ -4, -1, 1.3, 25, -0.8, -25, -3.4, 0.1, -1, 21
#29 c1ccc(CN(Cc2ccccc2)Cc2nnc(-c3cc4ccccc4[nH]3)s2)cc1
→ -3, -1, -1.1, 11, 5.8, 5, 0.1, -0.6, -3, -3
#30 N/C(=N\OC(=O)c1ccccc1Cl)c1ccccc1
→ ., ., 0.5, -13, 0.3, 13, 1.0, -2.2, -4, -1

Next structures follow.
Values run as follows: CAL PDZ FP-1, Wnt act, phage Ecoli inh, SR-BI DiI inh, AddAB inh, SR-BI DiI-HDL act, Ecoli viability, CAL PDZ FP-2, Tat export inh, MITF TRPM1 HTS
#31 O=C(Nc1ccc(C(F)(F)F)cc1)N1CCN(c2ccnc3cc(Cl)ccc23)CC1
→ ., -2, 0.6, 47, 1.9, -47, 0.5, -1.2, 4, .
#32 Cc1c(NC(=O)C(C)OC(=O)c2ccccc2O)c(=O)n(-c2ccccc2)n1C (centres undefined)
→ 4, 4, 3.6, -11, 1.7, 11, -0.8, -1.2, 4, -3
#33 Cc1ccc(N2CN(CCC3=CCCCC3)CNC2=S)cc1
→ ., 49*, -1.8, 3, 1.9, -3, -1.1, -0.2, 7, .
#34 COc1ccccc1NC(=S)N1CCN(c2nc(-c3ccccc3)cs2)CC1
→ 3, -1, 2.3, 42, 0.6, -42, -0.4, 0.2, 4, 5
#35 C1CCN=C(Nc2nc3c(s2)CCCC3)CC1
→ -1, 13, 3.1, -4, 2.6, 4, 0.2, -2.9, -1, 1
#36 Cc1ccc(NC(=O)CCC(=O)N/N=C/c2cccs2)cc1
→ 5, -6, 4.7, -10, 2.0, 10, -0.1, -1.6, -1, 11
#37 COc1ccc(N2CCN(C(=O)c3ccc4c(=O)n(Cc5ccc6c(c5)OCO6)c(=O)[nH]c4c3)CC2)cc1
→ ., -2, -0.6, 29, 1.9, -29, -1.8, 0.3, -8, -7
#38 CCC(=O)N1CCc2cc(Br)cc(S(=O)(=O)NCC3CCCN3CC)c21 (centres undefined)
→ -2, ., 1.6, 3, 1.4, -3, 0.4, -0.1, -1, 8
#39 Cn1c(=O)[nH]c(=O)c2c1nc(Br)n2CCCSc1nc2ccccc2o1
→ ., -1, 3.9, -15, -0.6, 15, -1.4, -2.7, -3, 8
#40 CCCC1c2ccc(C)n2CCN1C(=O)Nc1ccccc1Cl (centres undefined)
→ -1, ., 0.7, 19, 1.7, -19, 0.5, -0.8, 3, 48
#41 COC(=O)c1ccc(CSc2n[nH]c(-c3ccccc3)n2)o1
→ 4, -1, 4.4, -41, 1.0, 41, 0.8, 0.2, -2, 9
#42 Nc1cc(N)nc(SCC(=O)Nc2ccccc2)n1
→ -1, -1, 4.0, -11, 1.3, 11, 1.9, -3.2, 0, -2
#43 COCCCn1c(=N)c(C(=O)NCc2ccc3c(c2)OCO3)cc2c(=O)n3ccccc3nc21
→ ., ., 1.4, 9, -2.9, -9, -1.2, -0.4, 10, 7
#44 O=C1N(CC(=O)N2CCc3ccccc32)CCN1Cc1ccc(Cl)cc1
→ -3, ., 5.9, -17, 2.8, 17, -0.2, -1.0, 5, -2
#45 CC(C)C[C@H](NC(=O)c1nc[nH]c1C(=O)NCCNC(=O)OC(C)(C)C)C(=O)CNCCNC(=O)c1[nH]cnc1C(=O)N[C@@H](C)C(=O)OC(C)(C)C
→ -2, -1, -0.5, -4, -0.4, 4, -0.2, 0.0, 16, 6
#46 Cc1ccc(OCC(=O)NC(=S)Nc2ccc(S(=O)(=O)Nc3cc(C)on3)cc2)c(Br)c1
→ -6, 0, 4.0, -2, -1.4, 2, -0.7, -0.8, -3, -7
#47 CCC(NS(=O)(=O)c1cccs1)c1ccc(C)cc1 (centres undefined)
→ -2, -4, 2.1, -2, 3.0, 2, -1.2, -1.3, 3, -7
#48 Cc1cc(C)n(-c2ccc(NC(=O)C3CCN(Cc4cc(C)c(C)o4)CC3)cc2)n1
→ -5, 0, 1.5, 34, 4.0, -34, -1.5, -1.8, -1, -7

Values by screen from above:
Nos. 35–45 in SR-BI DiI inh, in turn: -4, -10, 29, 3, -15, 19, -41, -11, 9, -17, -4
Nos. 35–45 in Wnt act, in turn: 13, -6, -2, ., -1, ., -1, -1, ., ., -1
Nos. 35–45 in AddAB inh, in turn: 2.6, 2.0, 1.9, 1.4, -0.6, 1.7, 1.0, 1.3, -2.9, 2.8, -0.4
